rCAG binder = binders of r(CAG) RNA repeats, primary screen, biochemical, fluorescence; r(CAG) RNA repeat, TO-PRO-1 dye displacement fluorescence; inhibition, % at 3 µM; hit rate 1.3% among 370,000;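 active = inhibition above the plate cutoff, the mean of all test compounds on that plate plus 3 SD, cut at about 35% in these data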;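 also: 0% = DMSO alone and 100% = 100 µM mitoxantrone as full dye displacement; higher means more dye released from RNA so lower well fluorescence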
UHRF1 MBD2 ctr = UHRF1 methylated DNA binding inhibitors, primary screen, counter-screen for MBD2 inhibitor project, biochemical, TR-FRET, human UHRF1, single concentration | E3 ubiquitin-protein ligase UHRF1 (Homo sapiens), Q96T88 | UHRF1 binding to methylated oligo | inhibition, % at 4.4 µM | hit rate 0.75% among 370,000 | AID 687016, 2013; in the data active = inhibition above about 21%;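 also: UHRF1 SRA domain binding a hemimethylated CpG hairpin DNA probe; 0% = median of test compound wells and 100% = reference inhibitor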
mABHD4 FP = ABHD4 inhibitors, primary screen, biochemical, fluorescence polarization, mouse | hit rate 0.54% among 370,000 | inhibition, % at 8.92 µM | (Lyso)-N-acylphosphatidylethanolamine lipase (Mus musculus), Q8VD66 | purified mABHD4, FP-Rh probe fluorescence polarization | AID 720543, 2013;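 active = inhibition exceeding the mean over every tested compound plus 3 SD, cut at about 30% in these data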;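 also: 0% = plate median of compound wells and 100% = S159A mutant with DMSO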
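Assay system: mouse ABHD4 enzyme, wild type / Also added: fluorescent activity-based probe FP-Rh / Doses: single nominal dose of 8.92 µM, 0.89% DMSO final / Timing: 45 min compound pre-incubation plus 60 min probe step, 25 °C / Signal: FP readout, ex 525 nm / em 598 nm / Control set: S159A mutant/DMSO as 100%, compound-well median as 0%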
HTRA1 inhibitor = HTRA1 serine protease inhibitors, primary screen, biochemical, fluorescence polarization, HTS | recombinant HTRA1, FP-rhodamine activity-based probe | inhibition, % at 5.96 µM | hit rate 0.5% among 340,000 | AID 504803, 2011; in the data active = inhibition above about 36%;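 also: 0% = enzyme with DMSO and 100% = wells lacking enzyme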
SIAE inh = human SIAE inhibitors, primary screen, biochemical, fluorescence polarization, FP-Rh probe, 1536-well HTS | hit rate 0.69% among 370,000 | Sialate O-acetylesterase (Homo sapiens), Q9HAT2 | SIAE FP-Rh probe binding | inhibition, % at 9.66 µM;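 active = inhibition above a cutoff: mean of compounds within the control limits plus 3 SD of those, cut at about 17% in these data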;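 also: 0% = plate median of compound wells and 100% = probe without SIAE protein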
GC-A act = GC-A stimulated cGMP production enhancers – HEK293 GC-A cells, cGMP TR-FRET, EC30 ANP, primary screen; activation, % at 10 µM; 0% at EC30 ANP, 100% saturating ANP; AID 1671463, 2021; hit rate 0.14% among 370,000; in the data active = activation above about 40%
MBD2 inh = inhibitors of MBD2 binding to methylated DNA, primary screen, biochemical, TR-FRET, DNA-binding domain, human. inhibition, % at 4.4 µM. MBD2 binding to methylated oligonucleotide. hit rate 0.31% among 370,000. Methyl-CpG-binding domain protein 2 (Homo sapiens), Q9UBB5; in the data active = inhibition above about 13%
GC-B act = human GC-B receptor activators, primary screen, HEK293 GC-B cells, cGMP TR-FRET, EC30 CNP. 0% at EC30 CNP, 100% saturating CNP. activation, % at 10 µM. hit rate 0.11% among 370,000. AID 1920062, 2024;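 active = activation at 10 µM reaching about 35% in either raw or pattern-adjusted values, limit read from the data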
Target sequence (P20594 whole entry, looked up): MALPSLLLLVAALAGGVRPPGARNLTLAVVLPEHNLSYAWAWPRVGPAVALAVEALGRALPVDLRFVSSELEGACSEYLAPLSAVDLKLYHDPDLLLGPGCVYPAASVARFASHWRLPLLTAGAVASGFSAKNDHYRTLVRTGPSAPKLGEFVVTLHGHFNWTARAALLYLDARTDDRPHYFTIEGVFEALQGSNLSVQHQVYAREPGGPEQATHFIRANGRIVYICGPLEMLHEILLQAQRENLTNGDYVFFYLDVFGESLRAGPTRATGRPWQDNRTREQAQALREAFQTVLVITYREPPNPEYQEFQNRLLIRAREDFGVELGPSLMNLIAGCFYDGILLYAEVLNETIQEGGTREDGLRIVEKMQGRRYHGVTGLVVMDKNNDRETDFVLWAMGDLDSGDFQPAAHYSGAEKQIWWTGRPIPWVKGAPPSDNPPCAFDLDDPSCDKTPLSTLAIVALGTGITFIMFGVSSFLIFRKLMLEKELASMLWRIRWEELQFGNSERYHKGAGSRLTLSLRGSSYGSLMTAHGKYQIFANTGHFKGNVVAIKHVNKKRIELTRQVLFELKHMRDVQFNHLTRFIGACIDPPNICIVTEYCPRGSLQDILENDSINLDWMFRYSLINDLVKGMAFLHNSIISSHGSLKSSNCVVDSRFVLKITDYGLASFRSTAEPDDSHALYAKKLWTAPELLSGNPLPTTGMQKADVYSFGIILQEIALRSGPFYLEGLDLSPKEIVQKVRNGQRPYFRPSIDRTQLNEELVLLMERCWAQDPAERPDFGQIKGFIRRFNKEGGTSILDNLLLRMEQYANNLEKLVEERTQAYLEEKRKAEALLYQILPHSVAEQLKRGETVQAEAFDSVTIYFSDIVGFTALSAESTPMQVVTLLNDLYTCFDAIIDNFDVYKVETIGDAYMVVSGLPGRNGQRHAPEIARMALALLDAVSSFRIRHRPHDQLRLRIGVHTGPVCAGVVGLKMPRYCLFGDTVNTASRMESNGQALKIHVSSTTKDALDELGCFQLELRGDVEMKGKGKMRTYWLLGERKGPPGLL
PRMT1 inh = PRMT1 methyltransferase inhibitors, primary screen, biochemical, fluorescence polarization; inhibition, % at 2.79 µM; hit rate 1.3% among 370,000; Protein arginine N-methyltransferase 1 (Homo sapiens), Q99873; AID 652257, 2013; recombinant PRMT1, activity-based probe fluorescence polarization;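 active = inhibition above about 21% made by adding two undisclosed values, limit read from the data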
TCR-CD3 inh = inhibitors of human TCR-CD3 interaction, primary screen, biochemical, fluorescence, TAMRA-labeled TCR probe; AID 651800, 2012; hit rate 0.37% among 360,000; inhibition, % at 9.4 µM; in the data active = inhibition above about 19%;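 also: recombinant mutant TCR 2C K166C tagged with TAMRA read by polarization; 0% = receptor in buffer alone and 100% = receptor with positive control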
* = called active by the depositor; x = not tested or not shown; & = joins results of further samples. Not all compounds are listed; the hit share may differ from the screen's.

SMILES	rCAG binder	UHRF1 MBD2 ctr	mABHD4 FP	HTRA1 inhibitor	SIAE inh	GC-A act	MBD2 inh	GC-B act	PRMT1 inh	TCR-CD3 inh
O=C1C(C=Nc2ccccc2O)=C(O)c2ccccc21	12.7	-11.7	21.0	-3.5	-2.1	-1.4	-5.6	-7.4	2.6	-0.7
Cc1cc(C)cc(NC(N)=S)c1	-0.7	-2.0	1.1	-1.3	6.8	2.1	3.0	4.9	-1.0	-6.7
O=C(COc1ccccc1Cl)Nc1ccc(N2CCCC2)cc1	-4.8	0.5	15.1	12.5	10.2	2.8	-0.5	-1.0	-3.4	-4.1
C[C@H](NC(=O)N1CCn2c1nc1ccccc12)C(=O)NC1CCCCC1	-3.7	-0.2	-1.6	3.2	0.2	0.1	-4.2	-1.8	-4.5	-0.4
CCCC(=O)C1=C(O)C(C(=O)OC)C(C)(C)CC1=Nc1ccc(Br)cc1 (stereo not given)	-8.0	-0.9	-9.5	-10.7	3.3	1.5	-4.5	-4.0	-2.4	-12.1
CCN=C1NC(c2ccc(F)cc2)C(C(=O)OC)=C(C)N1Cc1ccc(C(F)(F)F)cc1 (stereo not given)	8.8	-3.0	10.4	x	-7.2	-10.1	-6.4	-5.3	0.7	2.3
Clc1ccc(OCCCc2nc(-c3cccnc3)no2)c(Cl)c1	-4.7	0.3	-4.9	-24.0	-6.4	9.8	-2.6	-5.5	1.6	-1.5
CCc1nnc(NC(=O)CSc2nnnn2C)s1	0.4	-1.9	3.7	3.2	-1.7	0.4	1.9	-4.0	-0.5	1.7
Cc1ccc(S(=O)(=O)N2C[C@H]3C(=O)C[C@@H](c4ccccc4)N(S(=O)(=O)c4ccc(C)cc4)[C@H]3C[C@H]2c2ccccc2)cc1	13.3	-0.9	4.9	-13.5	-8.1	-1.6	0.9	4.2	6.2	-6.0
Cc1cccc(N2C(=NC(=O)c3ccccc3)SC3CS(=O)(=O)CC32)c1 (stereo not given)	-0.6	-1.9	1.8	-2.6	1.7	-2.4	6.4	-5.6	-2.3	2.0
CCSc1nnc(NC(=O)C(CC)Oc2ccccc2)s1 (stereo not given)	-3.7	1.8	-2.8	-5.2	0.8	-0.5	-2.6	-0.2	-2.1	1.4
CCCN(C(=O)Cn1nc(C)c([N+](=O)[O-])c1C)c1c(N)n(Cc2ccccc2)c(=O)[nH]c1=O	2.9	-0.9	-4.0	3.2	7.6	0.8	0.8	2.1	-0.2	-3.5
CCCNC(=O)c1onc(CSc2ccc(Cl)cc2)c1C(=O)NC(C)C	-9.0	-0.2	12.2	-7.6	10.0	-0.2	4.2	0.3	1.4	3.3
COC(=O)c1ccc(Cn2ccc3ccc(-c4ccc5ccn(Cc6ccccc6)c5c4)cc32)cc1	12.7	-0.7	6.3	x	-5.5	3.1	-0.4	-0.8	-0.6	x
C=CCN1C(=O)/C(=C2/Sc3ccccc3N2C)SC1=Nc1ccccc1C	2.1	6.7	-4.8	-0.8	-1.6	-0.7	7.1	4.3	6.7	-4.6
COC(=O)c1ccccc1NC(=O)c1onc(C)c1Cl	-1.1	-2.2	-2.8	2.7	-5.2	0.4	2.4	-0.8	1.9	0.4
Cc1ccc(CCNC(=O)c2ccc3nc4ccc(Cl)cc4c(=O)n3c2)cc1	5.0	-0.5	4.7	2.7	-1.6	-3.7	7.2	0.2	5.8	0.2
CCOC(=O)CSc1nsc(SCC(=O)OCC)c1C#N	-5.2	0.3	-0.1	-2.4	-5.0	3.8	2.2	-1.4	-1.0	-1.2
CC(C)(C)NC(=O)C(c1ccco1)N(C(=O)Cn1nnc(-c2ccc(F)cc2)n1)c1cccc(F)c1 (stereo not given)	-1.8	-3.8	1.8	2.2	1.1	-7.3	-1.1	-2.2	2.4	7.5
COc1ccc(Br)cc1-c1noc(-c2ccccc2)n1	5.7	-0.1	-5.8	-1.1	-6.7	-1.9	1.5	-11.3	1.1	1.1
CCOC(=O)c1c(C)c(C(=O)NCCN2CCOCC2)c(C)n1CC	-4.7	2.6	-6.6	-3.4	-1.7	-0.2	-0.2	6.3	-2.1	-7.7
CC(=O)Nc1ccc2c(c1)N(S(=O)(=O)c1cccs1)CCC2	1.9	3.2	-3.3	-1.3	-10.2	2.0	4.0	2.1	-0.1	3.1
CC(C(=O)Nc1ncc([N+](=O)[O-])s1)N1C(=O)c2ccccc2S1(=O)=O (stereo not given)	0.3	-0.6	1.5	3.5	4.6	-1.6	-3.4	-3.6	5.4	-4.4
O=C(/C=C/c1ccco1)Nc1ccc(-c2nc3ccccc3[nH]2)cc1	9.6	2.6	-46.2	-22.4	-31.3	0.2	-4.6	-1.8	12.1	3.3
COc1ccc2oc(C(=O)OCC(=O)N(C)C3CCCCC3)c(C)c2c1	-2.4	2.3	0.2	-15.1	-7.1	-2.5	6.1	3.2	2.2	-7.8
C(=C\c1ccccc1)/CN1CCN(C(c2nnnn2Cc2ccccc2)C2CC2)CC1 (stereo not given)	1.4	1.7	-6.8	x	4.0	-5.1	4.8	-0.9	0.3	-9.6
CCCc1cc(=O)[nH]c(SCC(=O)Nc2ccc(S(=O)(=O)N3CCCC3)cc2)n1	15.7	0.1	-1.6	2.9	-2.3	-1.6	-0.2	2.5	0.2	8.0
CC1CCC(NC(=O)c2cccc(S(=O)(=O)N3CCN(C)CC3)c2)CC1 (stereo not given)	-5.9	2.1	3.2	0.0	1.4	-1.4	2.5	-2.0	5.4	-5.5
O=C(CCSc1ccccc1)N1CCN(C(=O)c2ccco2)CC1	-3.1	2.4	-6.3	-0.3	-6.5	-1.7	-10.1	-1.5	-9.2	-0.9
Cc1ccc(S(=O)(=O)N2CCN(C(=O)CN3C(=O)NC(C)(c4ccc(Cl)cc4)C3=O)CC2)c(C)c1 (stereo not given)	3.5	-0.1	3.0	-5.1	-2.0	1.7	-0.6	1.0	1.3	1.5
Cc1ccnc(NC(=O)CN2C(=O)c3ccccc3S2(=O)=O)c1	-1.5	-1.4	1.5	4.3	3.7	3.0	0.1	1.0	2.1	-2.9
CCn1c(=O)c(C(=O)Nc2ccccc2)c(O)c2ccccc21	0.9	0.4	1.4	3.8	7.8	0.0	-2.1	-7.2	-3.0	-0.2
Cc1cccc(NC(=O)CSc2nnnn2C2CCCC2)c1	-2.1	-0.7	-3.2	-3.9	-0.9	1.6	-0.9	-1.7	-2.0	-5.0
O=C(CC(=O)NC1CCCCC1)N/N=C/c1ccc(Cl)cc1	0.5	-1.8	6.4	3.8	-3.2	-0.5	-5.4	-1.3	-2.3	3.0
Cc1c(CCOC(=O)CC23CC4CC(CC(C)(C4)C2)C3)sc[n+]1Cc1ccc([N+](=O)[O-])cc1	6.3	-1.7	18.1	8.8&13.7	0.1	1.8	4.1	-3.5	1.3	-7.1
Cc1c(Cl)cccc1N(CC(=O)NC(C)c1ccccc1)S(C)(=O)=O (stereo not given)	-3.3	0.8	-4.9	7.4	-3.2	-6.9	0.2	-3.7	0.3	5.7
O=C(COc1ccc2c3c(c(=O)oc2c1)CCCC3)NCc1ccccn1	-4.5	-1.6	-2.4	0.6	6.0	-15.0	1.0	-17.1	-1.1	-3.3
C#CCN(C[C@H]1[C@H](OC(=O)NCc2ccco2)[C@H](OC(=O)NCc2ccco2)C[C@@H](C(=O)OC)[C@H]1C(=O)OC)S(=O)(=O)c1ccc(C)cc1	6.8	-2.1	-3.8	-14.4	-1.1	-2.1	-7.4	1.6	-3.9	-0.8
COc1ccc(C2=NN(C(=O)c3ccccc3)C(c3ccc(OC)c(OC)c3)C2)c(O)c1 (stereo not given)	-0.1	1.1	4.2	4.3	-3.6	7.4	-1.1	2.3	-1.3	1.1
CC(C(=O)N1c2ccccc2Sc2ccccc21)n1nnc(-c2cccs2)n1 (stereo not given)	1.5	1.3	-20.7	-33.2	-7.3	-16.9	-2.5	-13.7	6.2	-10.7
Oc1ccc(NCc2cccc(OCc3ccccc3)c2)cc1	10.5	-1.3	49.8*	50.5*	43.9*	-3.9	-8.0	-9.7	16.6	26.2*
CCC(=O)Nc1ccccc1-c1nc2ccccc2[nH]c1=O	0.4	1.3	1.1	5.1	1.7	3.0	-2.2	8.8	-1.8	5.4
N/C(=N\OC(=O)COc1ccc(Cl)cc1Cl)c1cccnc1	-1.6	3.5	-2.8	-3.1	-4.9	28.5	-4.7	-2.1	-1.6	3.1
Nc1ccc(C(=O)N/N=C/c2sc(N3CCOCC3)nc2-c2ccccc2)cc1	0.3	-4.4	13.8	10.7	17.1*	-8.8	-2.2	-7.1	0.9	-2.4
COc1ccccc1OCc1nnc(SCC(=O)Nc2nnc(C3CC3)s2)n1C	0.9	3.4	-1.2	6.5	-4.1	-3.6	-4.0	-2.9	0.4	3.6
CNC(=O)COC(=O)c1ccc(NC(=O)CC#N)cc1	4.6	2.1	-4.0	1.2	3.0	1.5	-6.7	0.8	2.8	0.9
O=C(NCc1ccccc1)[C@H]1CCCN1C(=O)[C@H]1CCCN1C(=O)c1cccc(Cl)c1	0.8	-2.4	7.6	x	-1.9	2.1	0.8	0.5	1.4	5.3
COC(=O)C(=O)C1CCc2c(Cl)cc(OC)c(OC)c2C1=O (stereo not given)	11.2	2.7	52.0*	12.1	14.3	1.8	-4.2	-3.8	20.0	-5.2
CCN1CC(CN(C)Cc2nc(-c3ccc(OC)c4ccccc34)oc2C)CC1=O (stereo not given)	1.0	2.3	-11.2	-9.0	-4.5	5.9	0.6	-1.9	3.1	-2.5
O=C(C1CCC(=O)N(C2CCCC2)C1)N1CCN(c2ccccc2Cl)CC1 (stereo not given)	-7.2	2.0	-3.8	3.1	-7.0	-1.3	1.2	0.2	-2.1	5.0
OCCCNc1ncnc2sc3c(c12)CCN(Cc1ccccc1)C3	7.7	0.7	-1.5	2.8	-5.3	12.1	3.1	-1.7	4.7	0.2

Screens as filed in PubChem.
